Source: PubChem BioAssay
RORgamma inh: blocks mouse ROR gamma transcriptional activity. P51450. Drosophila S2 Gal4-RORgamma UAS-luciferase reporter, 20 h. Potency, µM (titrated, usually from 53.6 µM), without a hit: at the top dose activity change, negative = inhibition, usual class: inhibitors. 310,000 tested, 5.4% active. AID 2551; also: potency is read from the fitted curve at half-maximal effect; % is scaled to controls: 0 for no effect and ±100 for the full control effect; nearly all actives have a fitted effect of over 60% in size
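ROR gamma transcriptional activity was tracked as Gal4-UAS luciferase output in stably transfected Drosophila Schneider cells, with compound added 1 hr before 700 uM copper sulfate induction and a 20 hr ambient-temperature incubation.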
Rab9 promoter act: activators of Rab9 promoter. Huh7 Rab9 promoter-luciferase reporter, luminescence, 24 h. Potency, µM (highest dose often 9.22 µM), inactives show top-dose activation, negative = inhibition, usual class: activators. 320,000 tested, 2.8% active; also: potency is read from the fitted curve at half-maximal effect; % of control where 0% means no effect; nearly all actives have a fitted effect of over 60% in size
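Cell-based reporter: Huh7 stable for Rab9 promoter-driven luciferase, plated in reduced-serum medium with 10% FBS at 1500 cells/well, compound-treated 24 h at 37 °C, luminescence read after 10 min reagent.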
Menin MLL FP TR: displaces Texas Red mutant MLL peptide from human menin; AID 1768; O00255; 270,000 tested, 0.23% active; Potency, µM (doses to about 61.6 µM), for the others: at the top dose FP activity change, negative = inhibition, hits mostly inhibitors; Menin + Texas Red MLL mutant peptide, fluorescence polarization; active = well fitted inhibition curve with a large enough effect in the polarisation, with a control signal flat, not every such curve was filed as active; inconclusive = small, poorly fitted or top-dose-only effect, or effect the other way, or a change in a side signal; inactive = no such curve, though single readings can be large or run the other way; the % refers to the polarisation; also: potency is read from the fitted curve at half-maximal effect; % of control where 0% means no effect; many of its hits are not listed in these tables
Target sequence (O00255 whole entry, looked up): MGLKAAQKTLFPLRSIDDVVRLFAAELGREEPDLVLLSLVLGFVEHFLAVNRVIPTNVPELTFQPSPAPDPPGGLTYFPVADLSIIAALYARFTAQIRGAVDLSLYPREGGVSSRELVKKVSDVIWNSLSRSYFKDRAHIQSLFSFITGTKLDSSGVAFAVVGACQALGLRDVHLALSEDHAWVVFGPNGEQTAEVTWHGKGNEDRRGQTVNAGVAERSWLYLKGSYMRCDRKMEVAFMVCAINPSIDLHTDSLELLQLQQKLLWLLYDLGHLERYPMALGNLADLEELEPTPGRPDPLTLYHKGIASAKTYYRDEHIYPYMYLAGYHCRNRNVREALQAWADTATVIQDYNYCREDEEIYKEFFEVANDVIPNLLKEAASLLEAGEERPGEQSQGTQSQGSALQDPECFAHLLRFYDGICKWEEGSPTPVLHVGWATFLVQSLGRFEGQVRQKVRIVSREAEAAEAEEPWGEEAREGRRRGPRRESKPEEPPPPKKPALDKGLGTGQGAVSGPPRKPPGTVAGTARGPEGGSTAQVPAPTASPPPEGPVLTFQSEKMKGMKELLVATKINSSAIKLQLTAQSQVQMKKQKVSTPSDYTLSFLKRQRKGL
KCNH2 3.1 inh: inhibitors of human KCNH2 3.1 potassium channel isoform; 340,000 tested, 0.95% active; activity change, % (tested at about 1.8 µM); U2OS KCNH2 3.1, thallium flux FluxOr; stronger effect = lower value;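 active = maximum activity change below -70%; inconclusive = maximum activity change from -70% to -50%; inactive = maximum activity change above -50%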;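 also: thallium influx rate constant from kinetic fluorescence after stimulation buffer; % is scaled to controls: 0 for no effect and ±100 for the full control effect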
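Steps: virus added to U2OS suspension (4 h, RT, dark); medium with 10% FBS added, cells plated, 37 C overnight; FluxOr/Red40 loading buffer 45 min RT; stimulation buffer, 2 min kinetic read; rate constant normalized.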
Mito fusion yeast: mitochondrial division inhibition or fusion activation; S. cerevisiae fusion-defective mutant growth rescue, CellTiterGlo 48 h; 320,000 tested, 0.23% active; Potency, µM (highest dose often 46.1 µM), inactives show top-dose growth rescue (activation), usual class: activators;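 also: potency is read from the fitted curve at half-maximal effect; % of control where 0% means no effect; nearly all actives have a fitted effect of over 45% in size; temperature-sensitive fusion mutants such as fzo1-1 at 37 °C on non-fermentable ethanol glycerol medium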
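Luminescent cell viability in 1536-well qHTS format served as the measure of rescued growth in ts fusion-mutant S. cerevisiae cultured on non-fermentable YPEG for 48 hours at 37C.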
ELG1 DNA repair: inhibitors of ELG1-dependent DNA repair in HEK293T cells | HEK293T ELG1-luciferase reporter, luminescence, 16 h; DNA damage induced by 5-fluorouridine | Potency, µM (top dose mostly 46.1 µM), inactives show top-dose activity change, negative = inhibition, usual class: inhibitors | 330,000 tested, 2.3% active; also: potency is read from the fitted curve at half-maximal effect; % is scaled to controls: 0 for no effect and ±100 for the full control effect; nearly all actives have a fitted effect of over 55% in size
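HEK293T cells expressing luciferase-tagged ELG1 (2,000/well) received 5-Fluorouridine plus compound or DMSO for 16 hr at 37 °C. Luciferase was read by ONE-Glo luminescence after 30 min at room temperature.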
FLuc modulator: firefly luciferase modulation, counter-screen for miR-21 project; P08659; purified FLuc, Km substrates, luminescence inhibition; Potency, µM (highest dose often 57.5 µM), for the others: at the top dose activity change, negative = inhibition, actives largely listed as inhibitors; 360,000 tested, 6.9% active;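 also: potency is read from the fitted curve at half-maximal effect; plate controls were vehicle for no effect and reference inhibitor for full effect; nearly all actives have a fitted effect of over 55% in size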
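Purified P. pyralis luciferase, 10 nM final, with Km-level 10 uM D-luciferin and 10 uM ATP in 50 mM Tris acetate pH 7.5, 10 mM Mg acetate, 0.01% Tween-20, 0.05% BSA; 6-point qHTS titration about 60 µM downward; luminescence read.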
PKM2 act: activators of human pyruvate kinase M2; 260,000 tested, 0.34% active; P14618; Potency, µM (top dose mostly 57.5 µM), inactives show top-dose activation, usual class: activators; purified PKM2, Kinase-Glo ATP luminescence, activation; response scale: 0% is enzyme alone, no compound; also: potency is read from the fitted curve at half-maximal effect; % is scaled to controls: 0 for no effect and ±100 for the full control effect; nearly all actives have a fitted effect of over 55% in size
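Kinase-Glo luminescence reports ATP generated from ADP (0.1 mM) and PEP (0.5 mM) by purified hPK-M2 after 1 h at room temperature, pH 7.2 imidazole buffer; intermediate enzyme activity allows detecting inhibitors and activators.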
VP16 counter: inhibits Gal4-VP16 luciferase reporter, ROR gamma counter-screen | Potency, µM (top dose mostly 53.6 µM), inactives show top-dose activity, negative = inhibition, hits mostly inhibitors | 310,000 tested, 3.5% active | AID 2546 | Drosophila S2 Gal4-VP16 UAS-luciferase, luminescence, 20 h;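 also: Gal4-VP16 expression switched on by copper sulfate through the metallothionein promoter; potency is read from the fitted curve at half-maximal effect; % is scaled to controls: 0 for no effect and ±100 for the full control effect; nearly all actives have a fitted effect of over 50% in size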
NPC1 promoter act: NPC1 promoter activation. Potency, µM (highest dose often 9.22 µM), inactives show at the top dose activation, most hits filed as activators. 320,000 tested, 2.4% active. Huh7 NPC1 promoter luciferase reporter, 24 h. AID 485313;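 also: potency is read from the fitted curve at half-maximal effect; % of control where 0% means no effect; nearly all actives have a fitted effect of over 60% in size; reporter is driven by a mutant NPC1 promoter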
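Luminescence from an NPC1 promoter-driven luciferase reporter in stably transfected Huh7 cells was measured after 24 h compound treatment at 37 °C, followed by 10 min ambient incubation with luciferase detection reagent.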
MBNL1-CUG inh: inhibitors of human MBNL1 binding to CUG repeat RNA. Q9NR56. TR-FRET MBNL1-His/biotin-(CUG)12 binding, 665/545 ratio. Potency, µM (doses to about 57.5 µM), without a hit: at the top dose activity change, negative = inhibition, actives largely listed as inhibitors. 280,000 tested, 0.036% active. AID 2675; active = well fitted inhibition curve with a large enough effect in the signal ratio, with a control signal flat, not every such curve was filed as active; inconclusive = small, poorly fitted or top-dose-only effect, or effect the other way, or a change in a side signal; inactive = no such curve, though single readings can be large or run the other way; the % refers to the signal ratio; also: potency is read from the fitted curve at half-maximal effect; % is scaled to controls: 0 for no effect and ±100 for the full control effect
Target sequence (Q9NR56 whole entry, looked up): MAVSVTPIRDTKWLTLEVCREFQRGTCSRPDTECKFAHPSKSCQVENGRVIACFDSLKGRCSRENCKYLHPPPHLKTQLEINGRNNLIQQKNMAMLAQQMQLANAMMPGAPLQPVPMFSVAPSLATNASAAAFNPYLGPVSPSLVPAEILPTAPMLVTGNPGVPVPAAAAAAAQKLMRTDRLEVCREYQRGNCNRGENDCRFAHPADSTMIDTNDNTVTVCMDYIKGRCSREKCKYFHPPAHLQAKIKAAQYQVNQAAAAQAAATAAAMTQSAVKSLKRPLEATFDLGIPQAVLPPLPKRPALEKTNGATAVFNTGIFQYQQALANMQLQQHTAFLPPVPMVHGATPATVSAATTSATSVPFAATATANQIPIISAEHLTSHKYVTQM
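Compound titration spanned 92 nM–58 uM against the MBNL1-His/biotin-(CUG)12 complex. After 60 min at room temperature with 5 nM streptavidin-XL665 and 0.055 ng/ul terbium anti-His, ratiometric 665/545 nm emission (Ex 340 nm) normalized to controls.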
Active calls of the source: *; ? = inconclusive; / = not tested or not shown; [ ] = remark or other dose. Unless noted, calls follow the shape of the dose curve; as a rule, active = well fitted curve in the direction sought with a large enough effect; inconclusive = small, poorly fitted or top-dose-only effect, or another doubt; inactive = no such curve, though single readings can be large; an effect the other way counts as inactive or inconclusive. Only part of the results is shown; rates above refer to the full screens.

item	smiles	RORgamma inh	Rab9 promoter act	Menin MLL FP TR	KCNH2 3.1 inh	Mito fusion yeast	ELG1 DNA repair	FLuc modulator	PKM2 act	VP16 counter	NPC1 promoter act	MBNL1-CUG inh
1	CC(C)NC(=O)CN(Cc1ccccc1)S(=O)(=O)c1ccccc1	-31.3%	-1.0%	6.8%	20.1	0.1%	4.0%	0.1%	-3.0%	3.1%	-0.5%	-0.5%
2	CSc1ccccc1C(=O)Nc1cccc([N+](=O)[O-])c1	0.6%	15.7%	35.9%[activator]	16.7	-2.7%	12.0%	-5.9%	-17.7%	-10.5%[10 µM]	2.9%	?
3	Cc1ccc(S(=O)(=O)NCCCCCC(=O)Nc2cccc(C)c2)cc1	11.2%	1.5%	-3.3%	3.5	-20.8%	?	0.2%	8.0%	-9.2%	-2.2%	-10.5%[11.5 µM]
4	CCOC(=O)c1ccc(NC(=S)N2CCCC(C(=O)OCC)C2)cc1 (stereo unspecified)	?	2.0%	11.7%	14.5	-4.5%	0.8%	-0.8%	-0.3%	-11.4%	1.8%	-6.0%
5	Cc1cccc(CSc2ccc3nnc(-c4cccs4)n3n2)c1	-3.4%	-7.8%	-9.7%	-5.1	-4.5%	9.2%	1.0%	-0.7%	4.2%	-1.7%	19.5%
6	CC(C)(C)c1ccc(OCC(O)CS(=O)(=O)c2ccccn2)cc1 (stereo unspecified)	24.3%	16.9%	-4.6%	27.1	3.9%	2.3%	?	8.7%	?	12.9%	4.3%
7	O=C1C=C(NCc2ccco2)C2(CCCCC2)O1	28.3%	-2.2%	-1.8%	5.1	-0.7%	5.8%	6.7%	3.2%	1.3%	-3.5%	0.4%
8	COc1ccc(S(=O)(=O)Nc2ccc3c(c2)CCC3)cc1	30.8%	-1.4%	0.1%	8.2	2.0%	?	-10.3%	5.0%	-11.7%	-5.9%	-1.4%
9	COc1ccc(NC(=O)Nc2cc(F)ccc2C)cc1	0.7%	-0.2%	-4.0%	4.4	-5.2%	-19.5%	?	0.3%	-7.8%	-4.1%	-14.4%
10	Cc1[nH]c(=O)[nH]c(=O)c1CSc1nnc(CCCCCNC(=O)OC(C)(C)C)o1	-1.3%	12.8%	0.5%	-23.2	-0.5%	-0.7%	-2.7%	25.5%	-1.1%	-2.3%	6.1%
11	Nc1ncc(Br)cc1S(=O)(=O)NC1CCCCC1	-6.8%	-6.4%	26.6%	12.1	6.6%	12.2%	-0.6%	/	7.0%	-1.9%	2.6%
12	O=C(Nc1ncn[nH]1)c1ccc(Cl)c(S(=O)(=O)Nc2ccc(Cl)cc2)c1	?	2.9%	-0.1%	10.6	-0.2%	2.1%	1.2%	0.2%	?	-1.2%	0.7%
13	Nn1c(-c2ccccc2)nc2ccccc2c1=O	-11.2%	10.5%	13.6%	3.2	-5.0%	-0.6%	3.3%	-0.3%	2.5%	-4.2%	-0.2%
14	O=C(C(NS(=O)(=O)c1cccs1)c1ccccc1)N1CCN(c2ccccc2F)CC1 (stereo unspecified)	40.7%	7.6%	-14.8%	4.2	25.8%	-14.5%	3.5%	-2.8%	6.9%	1.1%	3.3%
15	O=C(Nc1ccc(F)cc1)C1CCN(c2ncnc3c2nc2n3CCCCC2)CC1	29.0%	0.6%	/	1.4	1.3%	?	2.7%	/	-5.4%	-15.6%	3.2%
16	CCOC(=O)n1c(=O)n(Cc2ccccc2)c2ccccc21	-8.3%	1.6%	6.2%	1.8	9.0%	14.1%	5.5%	-22.1%	0.2%	-1.9%	-3.6%
17	Cc1cccc(C(=O)OCC(=O)NCCCc2ccccc2)c1	2.8%	-0.1%	-2.8%	1.3	-5.2%	3.1%	-4.5%	-2.2%	4.5%	-0.1%	0.8%
18	COc1cccc(/C=C2\SC(=S)N(NC(=O)c3ccncc3)C2=O)c1	3.1%	-2.8%	13.3%	19.1	0.3%	-15.5%	2.0%	-1.3%	-7.1%	0.5%	-12.3%
19	CC/C(=C/c1sc2ccccc2[n+]1CC)SC	-8.0%	-39.9%[inhibitor]	8.8%	5.2	12.1%	6.3%	3.4%	11.9%	0.0%	-17.4%	/
20	CCN1CCN(C(=O)CCS(=O)(=O)c2cc3c(cc2Cl)NC(=O)CO3)CC1	-33.8%	-1.7%	-7.7%	5.8	0.2%	12.3%	0.2%	-3.8%	1.4%	-3.4%	-9.7%
21	COc1ccccc1OCCCCNC(C)(C)C	-19.8%	0.1%	-2.2%	-5.8	-1.1%	0.0%	3.9%	-12.0%	-2.0%	5.1%	-14.5%
22	COc1ccc(N2CCC(CNC(=S)Nc3c(C)cc(C)cc3C)C2)cc1 (stereo unspecified)	1.41µM*	-6.4%	/	4.2	15.6%	?	-3.7%	1.2%	7.08µM*	-1.2%	0.8%
23	CCCCCCOC(=O)c1ccc(N)cc1	2.9%	?	/	0.5	-16.5%	?	10.7µM*	-4.9%	-15.6%	?	-14.6%
24	COc1cc2c(cc1NS(=O)(=O)N1CCCC1)oc1ccccc12	-38.6%	-4.3%	/	9.3	1.6%	-8.2%	1.9%	3.4%	8.5%	-4.9%	1.9%
25	CCOc1ccc(-c2cc(N)n(S(=O)(=O)c3ccc(OC)cc3)n2)cc1	1.8%	1.9%	?	-21.5	-0.9%	-19.5%	-4.0%	2.6%	3.0%	1.2%	-2.3%
26	O=C(CCc1nc2ccccc2[nH]1)N1CCc2ccccc2C1	2.6%	-2.3%	-6.2%	-5.8	19.2%	9.6%	1.9%	-17.1%	-8.0%	0.2%	?
27	COC(=O)CCC(=O)COc1ccccc1C#N	10.9%	6.2%	10.8%	12.5	-0.5%	?	-11.8%	-5.0%	-3.6%	-1.1%	2.9%
28	O=C(c1cn(-c2ccccc2)nc1-c1cccnc1)N1CCCC(C(F)(F)F)C1 (stereo unspecified)	/	-3.1%	/	1.6	-0.8%	2.9%	-11.0%	/	/	-1.0%	/
29	CCOc1ccc(CNCc2ccccc2Cl)cc1	-2.9%	26.8%	-1.6%	-0.9	-4.6%	?	?	2.1%	-7.1%	16.1%	-1.9%
30	CCN1C(=O)[C@H]2[C@@H](c3ccc(-c4ccc(OC)cc4)c(OC)c3)N[C@@](C)(C(=O)OC)[C@H]2C1=O	/	8.2%	/	-19.1	-5.2%	14.9%	-1.9%	/	/	1.6%	/
31	COC(=O)c1cc([N+](=O)[O-])c(-n2ccnc2)c([N+](=O)[O-])c1	?	-8.1%	4.3%	-6.6	10.5%	7.4%	3.5%	1.6%	0.2%	-0.6%	?
32	O=C(Nc1ccc(Cl)cc1Cl)c1ccc2ncsc2c1	13.4%	2.24µM*	-0.4%	10.1	20.7%	?	2.69µM*	/	?	2.24µM*	10.0%
33	COCCn1c(=O)[nH]c2cc(C(=O)NC(C)C)ccc2c1=O	-30.0%	-0.6%	3.9%	-9.2	0.4%	-6.7%	-3.3%	-5.4%	-2.8%	-3.0%	3.5%
34	COc1ccccc1C1CCN(Cc2ccc3ccccc3c2)CC1	9.3%	0.9%	?	-187.9*	-6.9%	-21.6%	-2.3%	/	5.8%	-4.1%	3.4%
35	O=C(O)COCC(=O)N1CCCN(c2ccc(C(F)(F)F)cn2)CC1	-6.7%	-1.4%	-6.6%	-2.4	10.4%	-9.2%	-0.8%	/	19.5%	-2.2%	-9.8%
36	CCCCCc1ccc(S(=O)(=O)Nc2cc(C)ccn2)cc1	24.3%	-16.5%	/	6.0	-1.0%	10.3µM*	1.0%	-2.3%	1.7%	-1.2%	-5.8%
37	O=S(=O)(NC1CCCCC1)c1ccc(N2CCOCC2)nc1	26.2%	4.9%	/	14.5	-3.4%	10.2%	-3.3%	-0.8%	-7.9%	1.1%	/
38	CN1CCN(S(=O)(=O)c2cccc(S(=O)(=O)c3ccc(Cl)cc3)c2)CC1	?	/	7.2%	-4.7	-5.7%	/	2.3%	-5.5%	-0.6%	/	-10.4%
